Bioassay records (PubChem)
K1F lysis inhibition = protection from phage-mediated lysis, alamar blue read-out – E. coli UTI89, K1F phage, bacterial capsule biogenesis inhibitors (AID 488966) | E. coli UTI89 K1F phage lysis, alamar blue, 2 h; higher % means a stronger effect | hit rate 0.02% among 340,000 | inhibition, % at 100 µM, or IC50 in µM where a hit was titrated;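 active = phage lysis inhibition, versus mean bacterial control, above a set limit; inconclusive = no clear call, values can overlap the other calls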;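 also: capsule biogenesis inhibitors block K1F phage lysis so surviving cells raise fluorescence; higher fluorescence means more inhibition of phage lysis; actives were called in the ten point dose series up to 300 µM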
Myeloid diff MLP = compounds promoting myeloid differentiation; ER-HoxA9 myeloid progenitors, lysozyme-GFP differentiation, flow cytometry; AID 624256; hit rate 1% among 360,000; calls only at 10 µM;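 active = normalized GFP-positive differentiation at or above the plate's own cutoff, the solvent-only control mean plus 3 SD; inconclusive = no clear call, values can overlap the other calls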;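 also: cells exposed to compound for four days before flow analysis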
Myeloid diff MLP GFP+ MAC1+ % = recorded beside Myeloid diff MLP, whose call it bears; GFP+ MAC1+ double positive, %; measured here: differentiation confirmed by MAC1 staining
Active calls of the source: *; i = inactive; ? = inconclusive; . = not tested or not shown; + = active, no number; [ ] = another dose, or the depositor's remark. Only part of the results is shown. The share of hits here may be higher or lower than overall.

SMILES	K1F lysis inhibition	Myeloid diff MLP	Myeloid diff MLP GFP+ MAC1+ %
COC(=O)C1CCN(C(=O)CN2C(=O)NC3(CCC(C)CC3)C2=O)CC1 (stereo unspecified)	-2.7%	i	1.2
O=C(CN1CCCC1c1cccs1)Nc1cc(S(=O)(=O)N2CCCCC2)ccc1Cl (stereo unspecified)	0.1%[50 µM]	i	0.2
O=C(Cc1ccc(S(=O)(=O)N2CCOCC2)s1)Nc1cc(C(F)(F)F)cc(C(F)(F)F)c1	0.8%[50 µM]	i	1.1
Nc1cccc2cc(-c3ccccc3)oc12	0.2%[50 µM]	i	0.3
C=CC[C@@H](CC(=O)N[C@H](CO)Cc1ccccc1)C(=O)N[C@@H](C)COC(=O)[C@@H](CC=C)Cc1ccc(F)cc1	1.7%	i	3.4
O=C(COC(=O)Cc1ccc(F)cc1)NC1CCCCCC1	0.6%[50 µM]	i	1.3
CC[C@@H](C)[C@@H]1CN([C@@H](CN2CCC[C@H]2CN2C(N)=NC[C@H]2C(C)C)C(C)C)C(=N)N1CCc1ccc(Cl)c(Cl)c1	1.6%	i	0.7
CCOC(=O)C1=C(C)N(C[C@@H]2CC[C@@H](Cc3ccc(-c4ccccc4)cc3)O2)C(=O)NC1c1ccc([N+](=O)[O-])cc1 (stereo partly specified)	-0.2%	i	0.2
Cc1nn(CC(=O)NC(=O)c2ccccc2)c(C)c1[N+](=O)[O-]	-1.3%	i	1.5
Cc1ccc(S(=O)(=O)Nc2ccccc2)cc1[N+](=O)[O-]	-2.8%	i	0.6
O=C(CN1CCN(CC(=O)Nc2ccc3c(c2)OC2(CCCCC2)O3)CC1)Nc1cccc(F)c1	0.1%[50 µM]	i	0.2
Cc1ccc(NC(=O)Cn2cnc([N+](=O)[O-])c2)cc1C	0.1%	i	0.8
CC(C)(C)c1nc2c(s1)CCc1onc(-c3ccc(Br)cc3)c1-2	0.0%	i	0.7
CC(C)N(CCC(=O)c1ccc2ccccc2c1)Cc1ccccc1	-12.7%	i	3.0
CN1CCC(N(C)C(=O)c2ccc(Cl)c(S(=O)(=O)N3CCc4ccccc43)c2)CC1	0.5%[50 µM]	i	1.2
CC[C@@H]1CCCCc2ccccc2[C@H](C(=O)C[C@@H](O)CC(C)=O)OC1=O	2.4%	i	1.8
CC1(NC(=O)c2cccc(S(=O)(=O)N3CCCc4ccccc43)c2)CCS(=O)(=O)C1 (stereo unspecified)	0.6%[50 µM]	i	1.1
COCCN(C(=O)c1cc(-c2ccncc2)nc2ccccc12)c1c(N)n(CC(C)C)c(=O)[nH]c1=O	1.0%[50 µM]	i	1.4
CCN1C(=O)C(=O)c2cc(C)ccc21	2.5%	i	0.5
Cc1nc(NC(=O)COC(=O)CNC(=O)c2ccco2)c(Cl)cc1Cl	2.3%[50 µM]	i	0.4
CCCn1nc(C(=O)OCC(=O)Nc2ccc(C(N)=O)cc2)c2ccccc2c1=O	3.0%	i	1.5
C=C1C(=O)O[C@H]2[C@H]1[C@H](OC(=O)/C(C)=C\C)C[C@]1(CO1)[C@@H]1[C@H](OC(C)=O)C=C(C)[C@]21O	1.7%	?	.
COc1cccc(-c2c(-c3cc(OC)cc(OC)c3)n(C)c3ccc(-c4cnc(N5CCOCC5)nc4)cc23)c1	?	+	10.9*
O=C(c1ccc(F)cc1)N1CCC(C(=O)N2CCN(S(=O)(=O)c3cccc(F)c3)CC2)CC1	1.2%[50 µM]	i	0.3
C=CCC[C@H](Cc1ccc(F)cc1)C(=O)OC[C@@H](Cc1c[nH]c2ccccc12)NC(=O)[C@@H](CC=C)CC(=O)N[C@@H](CO)Cc1ccccc1	-1.1%	i	0.8
C[C@]1(CC/C(=C/CO)CO)[C@H](CO)CC[C@@]23COC(=O)C2=CCC[C@@H]31	5.4%	i	3.2
NC(=O)C1CCCN(C(=O)CNC(=O)C23CC4CC(CC(C4)C2)C3)C1 (stereo unspecified)	1.2%[50 µM]	i	0.5
CCOc1ccc(Nc2nc(N)c3ccccc3n2)cc1	3.2%	i	0.2
CC[C@]12c3[nH]c4ccc(Cl)cc4c3CCN1C(=O)[C@@H](CC(=O)NCCC1=CCCCC1)C[C@@H]2C(=O)N1CCN(C(=O)C2CC2)CC1	0.4%	i	0.3
COc1ccc(NC(=O)CN2C(=O)c3ccccc3S2(=O)=O)cc1S(=O)(=O)N1CCOCC1	0.5%[50 µM]	i	1.1
CC(C)(C)OC(=O)N(CCc1ccccc1)Cc1ccccc1OCc1cccc(NC(=O)/C=C/c2ccccc2)c1	-0.1%	i	2.9
O=C(CC1C[C@H](C(=O)N2CCOCC2)[C@@]2(CCC3CCCC3)c3[nH]c4ccccc4c3CCN2C1=O)NCCN1CCOCC1 (stereo partly specified)	-0.1%	i	0.8
Cc1ccc(C(=O)OCC(=O)N(C)c2c(N)n(Cc3ccccc3)c(=O)[nH]c2=O)s1	1.2%[50 µM]	i	1.0
C=CCn1c(C)cc(-c2csc(NC(=O)CCc3nc4ccccc4c(=O)[nH]3)n2)c1C	1.8%[50 µM]	i	0.8
COc1ccc(NC(=O)[C@@H](NC(=O)N2C[C@H]3C[C@@H](C2)c2cccc(=O)n2C3)C(C)C)cc1OC	6.1%	i	2.0
O=S(=O)(Nc1c(O)ccc2ccccc12)c1ccc(F)cc1	-0.9%	i	0.1

In another format: eleven of the compounds above.
Under each structure: K1F lysis inhibition	Myeloid diff MLP	Myeloid diff MLP GFP+ MAC1+ %
> COc1cccc(-c2c(-c3cc(OC)cc(OC)c3)n(C)c3ccc(-c4cnc(N5CCOCC5)nc4)cc23)c1
  ?	+	10.9*
> O=C(c1ccc(F)cc1)N1CCC(C(=O)N2CCN(S(=O)(=O)c3cccc(F)c3)CC2)CC1
  1.2%[50 µM]	i	0.3
> C=CCC[C@H](Cc1ccc(F)cc1)C(=O)OC[C@@H](Cc1c[nH]c2ccccc12)NC(=O)[C@@H](CC=C)CC(=O)N[C@@H](CO)Cc1ccccc1
  -1.1%	i	0.8
> C[C@]1(CC/C(=C/CO)CO)[C@H](CO)CC[C@@]23COC(=O)C2=CCC[C@@H]31
  5.4%	i	3.2
> NC(=O)C1CCCN(C(=O)CNC(=O)C23CC4CC(CC(C4)C2)C3)C1 (stereo unspecified)
  1.2%[50 µM]	i	0.5
> CCOc1ccc(Nc2nc(N)c3ccccc3n2)cc1
  3.2%	i	0.2
> CC[C@]12c3[nH]c4ccc(Cl)cc4c3CCN1C(=O)[C@@H](CC(=O)NCCC1=CCCCC1)C[C@@H]2C(=O)N1CCN(C(=O)C2CC2)CC1
  0.4%	i	0.3
> COc1ccc(NC(=O)CN2C(=O)c3ccccc3S2(=O)=O)cc1S(=O)(=O)N1CCOCC1
  0.5%[50 µM]	i	1.1
> CC(C)(C)OC(=O)N(CCc1ccccc1)Cc1ccccc1OCc1cccc(NC(=O)/C=C/c2ccccc2)c1
  -0.1%	i	2.9
> O=C(CC1C[C@H](C(=O)N2CCOCC2)[C@@]2(CCC3CCCC3)c3[nH]c4ccccc4c3CCN2C1=O)NCCN1CCOCC1 (stereo partly specified)
  -0.1%	i	0.8
> Cc1ccc(C(=O)OCC(=O)N(C)c2c(N)n(Cc3ccccc3)c(=O)[nH]c2=O)s1
  1.2%[50 µM]	i	1.0

Next structures follow.
SMILES	K1F lysis inhibition	Myeloid diff MLP	Myeloid diff MLP GFP+ MAC1+ %
O=C(Oc1cncc(Cl)c1)c1sccc1Cl	0.1%	i	0.2
O=C(NCCC(=O)N1CCCCCCC1)c1ccc(Br)cc1	0.3%[50 µM]	i	0.9
O=C(c1ccccc1)C1N=NCC1c1ccc(Cl)cc1 (stereo unspecified)	-2.1%	i	0.6
CC1(NC(=O)c2ccccc2)CCN(CCc2cccs2)C1=O (stereo unspecified)	4.1%	i	1.6
Cc1cc(-c2ccccc2)nc(N/N=C/c2ccc(N(C)C)cc2)n1	-1.3%	i	0.6
CS(=O)(=O)c1ccc(C(=O)OCC(=O)NC(=O)C2COc3ccccc3O2)cc1[N+](=O)[O-] (stereo unspecified)	-0.7%	i	0.7
COc1ccc(C2(C)NC(=O)N(CC(=O)N3CCc4ccccc43)C2=O)cc1OC (stereo unspecified)	1.1%[50 µM]	i	0.7
CCC1(CC)NC(=O)N(CC(=O)OCC(=O)c2cc(C)c(C)cc2C)C1=O	1.2%[50 µM]	i	1.2
CCCCn1c(N)c(N(CCOC)C(=O)CSc2nnc(-c3ccco3)n2CC)c(=O)[nH]c1=O	0.7%[50 µM]	i	0.5
O=C(COC(=O)Cc1ccsc1)NNC(=O)c1ccccc1	-0.9%	i	0.5
O=C(Nc1cc(Cl)c(Cl)cc1Cl)c1cccnc1	0.3%	i	0.4
N#Cc1ccccc1OCC(=O)Nc1cccc(S(=O)(=O)N2CCCC2)c1	0.2%[50 µM]	i	0.2
CC(C)n1nnnc1SCC(=O)N1CCN(Cc2ccc3c(c2)OCCO3)CC1	0.4%[50 µM]	i	0.5
CCOC(=O)c1c(C)[nH]c(C(=O)OCc2csc(CC(=O)Nc3ccccc3C)n2)c1C	0.5%[50 µM]	i	0.6
CCC(C)C(NC(=O)c1ccccc1)C(=O)Nc1ccc(S(=O)(=O)Nc2cc(C)nc(C)n2)cc1 (stereo unspecified)	0.2%[50 µM]	i	1.5
CC(=O)c1c(C)[nH]c(C(=O)CN2C(=O)NC3(CCCCC3C)C2=O)c1C (stereo unspecified)	1.1%[50 µM]	i	0.9
CC1(C)C[C@H]2C3=CCC4[C@@]5(C)CC[C@H](O[C@@H]6O[C@H](C(=O)O)[C@@H](O)[C@H](O)[C@H]6O)[C@@](C)(CO)C5CC[C@@]4(C)[C@]3(C)C[C@H](O)[C@@]2(CO)[C@@H](O)[C@@H]1O (stereo partly specified)	0.7%	i	1.1
COc1ccc(C)cc1NC(=O)CSCc1cc(=O)n2c(C)csc2n1	0.6%[50 µM]	i	0.4
CCC(CO)Oc1cc(NCc2ccc(C)cc2)c2ncn(C(C)C)c2c1 (stereo unspecified)	1.1%	i	1.6
CN(C(=O)COC(=O)c1ccc(Cl)nc1)c1c(N)n(Cc2ccccc2)c(=O)[nH]c1=O	1.0%[50 µM]	i	0.6
Cc1nnnn1/C(=C\c1ccccc1)C(=O)OCC(=O)NC1CCCCC1	i	i	0.7
CN1CC(=O)N2[C@H]3c4ccccc4OC[C@@H]3[C@H](c3ccccc3)[C@]2(C)C1=O	3.0%	i	1.6
CCN(CC(=O)Nc1c(F)cccc1F)C(=O)C1CCN(C(=O)c2ccc(F)cc2)CC1	0.7%[50 µM]	i	0.4
CCc1sc(C(=O)N2CCN(C(=O)c3ccccc3)CC2)cc1C	0.6%[50 µM]	i	0.5
Cc1cc(Cl)ccc1NC(=S)NC1CCCC1	-0.1%	i	0.5
CCN(Cc1ccncc1)Cc1ccc(OC)c(OC)c1	0.0%	i	0.3
CCN(C(=O)COC(=O)c1oc2ccc(OC)cc2c1C)C1CCS(=O)(=O)C1 (stereo unspecified)	0.5%[50 µM]	i	0.4
N#CC1(NC(=O)CSc2nc3ccccc3s2)CCCCC1	0.3%[50 µM]	i	0.5
COc1cc(N)c(Cl)cc1C(=O)NC1CCN(Cc2ccccc2)CC1	-7.0%	i	2.5
CCC(C)[C@H]1CNCCN1CCc1cccc2ccccc12 (stereo partly specified)	2.4%	i	0.4
COc1ccccc1OCCC(=O)Nc1cccc(S(=O)(=O)N2CCOCC2)c1	0.8%[50 µM]	i	0.9
Cc1ccc(S(=O)(=O)N2CCCN(S(=O)(=O)c3ccccc3Br)CC2)cc1	0.2%	i	0.4
Cc1ccccc1OCC(=O)Nc1ccccc1-c1ccccc1	-0.6%[50 µM]	i	0.4
CCOC(=O)N1CCN(C(=O)COC(=O)c2cc(Cl)cc(Cl)c2)CC1	2.1%	i	0.6
O=c1[nH]c2cc(C(F)(F)F)ccc2n1-c1cc(C(F)(F)F)ccc1O	-11.1%	i	6.8
COC(=O)c1c(C)c(OC(=O)c2c(C)cc(O)c(C=O)c2O)cc(C)c1O	0.7%	i	2.4
COc1ccccc1CC(=O)NC1CCCCCC1	0.1%	i	0.7
CC[C@@]12C(=O)N(c3cccc(Cl)c3)C(=O)N1[C@H](c1ccc(Br)cc1)[C@@H]1C(=O)N(C(C)(C)C)C(=O)[C@@H]12	3.4%	i	1.4
O=C(CN1C(=O)c2ccc([N+](=O)[O-])cc2C1=O)Nc1nnc(C2CC2)s1	-1.2%	i	1.0
O=C(COC(=O)CC1CC2CCC1C2)NCc1ccc(F)cc1 (stereo unspecified)	0.4%	i	0.6
O=C(NC(Cc1ccc(O)cc1)C(=O)O)c1ccc2c(c1)OCO2 (stereo unspecified)	0.1%[50 µM]	i	0.4
Nc1cc(N)nc(SCC(=O)NCc2ccc3c(c2)OCO3)n1	0.4%[50 µM]	i	1.5
O=C(CSc1nnc(-c2ccccc2F)n1C1CCCCC1)Nc1cc(C(=O)O)ccc1Cl	-0.2%[50 µM]	i	0.3
CC(C)C(NC(=O)c1cccc(S(=O)(=O)N2CCOCC2)c1)C(=O)NCc1ccc(Cl)cc1 (stereo unspecified)	-0.1%[50 µM]	i	0.7
COc1ccccc1OCCC(=O)Nc1ccc2c(c1)OCO2	1.0%[50 µM]	i	1.2
COc1ccc(S(=O)(=O)N2CCN(CCOc3ccc(Br)cc3)CC2)cc1OC	2.4%	i	0.7
O=C(Nc1ccncc1)c1ccc(N2CCCC2=O)cc1	1.2%[50 µM]	i	0.6
COc1ccccc1OCC(=O)Nc1cc(S(=O)(=O)N2CCOCC2)ccc1N1CCCCC1	2.4%	i	1.2
COC(=O)c1ccc2[nH]c(C(C)(C)O)c(C)c2c1	3.2%	i	0.8
CC1CN(C(=O)c2ccc([N+](=O)[O-])s2)CC(C)O1 (stereo unspecified)	0.3%[50 µM]	i	0.5
CC(NS(=O)(=O)c1cccc(C(=O)O)c1)C12CC3CC(CC(C3)C1)C2 (stereo unspecified)	-1.2%[50 µM]	i	0.2
